dFosB activator: activators of delta FosB homodimer, primary screen, biochemical, fluorescence polarization, TAMRA-CDK5 oligo, single point; actives 0.99% (n = 340,000); activation, % at 25 µM; Protein FosB (Mus musculus), P13346; purified delta FosB; percent of positive-control signal above neutral wells; AID 493131, 2011;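 active = mean activation above about 17%, with every replicate also reaching it, limit read from the data, passing the limit was not always enough; inconclusive = only one of the two conditions met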;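 also: fluorescence polarization rise as delta FosB binds a TAMRA Cdk5 AP-1 oligo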
Target sequence (P13346 whole entry, looked up): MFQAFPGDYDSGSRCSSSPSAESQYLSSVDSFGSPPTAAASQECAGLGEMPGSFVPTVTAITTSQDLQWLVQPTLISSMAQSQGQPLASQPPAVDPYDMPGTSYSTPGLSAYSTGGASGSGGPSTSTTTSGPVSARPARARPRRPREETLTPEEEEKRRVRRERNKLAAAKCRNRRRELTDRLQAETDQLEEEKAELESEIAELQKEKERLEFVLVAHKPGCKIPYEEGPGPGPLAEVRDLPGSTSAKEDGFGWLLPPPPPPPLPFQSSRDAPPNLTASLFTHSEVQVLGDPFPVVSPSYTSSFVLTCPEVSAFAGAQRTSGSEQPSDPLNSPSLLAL
Rtt109 HAT inh: inhibitors of C. albicans Rtt109/Vps75 HAT, primary screen, biochemical, ThioGlo CoA-SH fluorescence, plate reader. Histone acetyltransferase RTT109 (Candida albicans (strain SC5314 / ATCC MYA-2876)), …. purified Rtt109/Vps75, 4 h. inhibition, % at 34.9 µM. actives 0.16% (n = 330,000);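 active = inhibition of at least 50% in every replicate; inconclusive = best replicate reaches 50% inhibition but some replicates fall short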
Target sequence (Q5AAJ8 whole entry, looked up): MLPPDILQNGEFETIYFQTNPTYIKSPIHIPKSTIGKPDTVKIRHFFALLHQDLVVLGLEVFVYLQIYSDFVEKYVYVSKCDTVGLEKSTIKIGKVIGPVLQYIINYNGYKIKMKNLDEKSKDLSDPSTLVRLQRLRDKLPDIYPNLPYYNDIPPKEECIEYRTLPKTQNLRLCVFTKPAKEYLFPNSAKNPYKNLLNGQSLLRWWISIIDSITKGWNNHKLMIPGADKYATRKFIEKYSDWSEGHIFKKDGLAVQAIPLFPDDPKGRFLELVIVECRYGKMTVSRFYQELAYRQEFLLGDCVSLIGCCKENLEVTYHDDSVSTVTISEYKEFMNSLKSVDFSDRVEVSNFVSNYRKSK
CAL PDZ FP-1: untagged CAL PDZ binding inhibitors, primary screen, biochemical, fluorescence polarization, HTS | Golgi-associated PDZ and coiled-coil motif-containing protein (Homo sapiens), Q9HD26 | purified CAL PDZ, TMR-peptide fluorescence polarization, 1 h | inhibition, % at 24.9 µM | actives 0.92% (n = 300,000) | AID 602252, 2012;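 active = mean inhibition of at least 30% with at least half of replicates also reaching 30%; inconclusive = no clear call, values can overlap the other calls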;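 also: 0% = DMSO neutral control and 100% = excess unlabeled competitor peptide PRC23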
MITF act: activators of MITF-driven TRPM1 promoter reporter, primary screen, cell-based, SK-MEL-5, luciferase, single point | SK-MEL-5 TRPM1-promoter luciferase, 24 h; % of positive control, neutral wells = 0 | activation, % at 12.5 µM | actives 0.75% (n = 300,000);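 active = mean activation of at least 80% with every replicate also reaching 80%; inconclusive = mean reaches 80% but some replicate falls short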;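 also: 0% = neutral control wells and 100% = parthenolide positive control wells; values of inactives mirror those of a sister screen read the other way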
CDK5 p35 inh: inhibitors of human CDK5/p35 kinase, primary screen, biochemical, single concentration; AID 488839, 2010; Recombinant CDK5/p35, ADP-Glo luminescence, 60 min; inhibition, % at 10 µM; actives 0.01% (n = 330,000);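 active = highest replicate inhibition of at least 50% and at least 75% of replicates reaching 50%; inconclusive = only one of the two criteria met; inactive = both criteria failed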;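 also: plate controls were DMSO neutral control for no effect and GW8510 at 10 µM for full effect; many of its hits are not listed in these tables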
V-ATPase pH: regulators of yeast V-ATPase proton pumping, primary screen, pHLuorin cytosolic pH fluorescence; S. cerevisiae; response, % at 10 µM; actives 0.37% (n = 350,000); in the data active = response mostly above about 7.3%, no sharp cut-off; inactive = mostly below about 5.4%; also: actives read high; inactives centre near 0; some compounds called inactive have numbers as strong as hits
CAL PDZ FP-2: CAL PDZ peptide-binding inhibitors, primary screen, biochemical, fluorescence polarization, Cer-tagged CAL PDZ, HTS; Golgi-associated PDZ and coiled-coil motif-containing protein (Homo sapiens), Q9HD26; purified CAL PDZ, TMR-peptide fluorescence polarization, 1 h; inhibition, % at 20 µM; actives 0.02% (n = 330,000); AID 504414, 2011;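 active = highest replicate inhibition of at least 40%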;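 also: plate controls were DMSO neutral control wells for no effect and unlabeled competitor peptide control wells for full effect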
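Test system: tagged CAL PDZ domain / Buffer or medium: sodium phosphate/NaCl buffer pH 7.4 with TCEP, IgG, Thesit / Reagent: TMR-labelled reporter peptide T*-PRC34 bound in PDZ groove / Compound dosing: single point, 20 µM / Schedule: 1 h incubation at room temperature before polarization reading / Technique: fluorescence polarization (mP) / Benchmarks: unlabelled peptide, DMSO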
RTF Ca sens act: cardiac RTF calcium sensitivity activators, primary screen, biochemical, IANBD-TnC fluorescence, EC20 calcium; IANBD-labeled TnC RTF fluorescence at EC20 calcium; 0% EC20 calcium, 100% full calcium; Troponin I, cardiac muscle (Homo sapiens) + Troponin T, cardiac muscle (Homo sapiens) + …; activation, % at 7.2 µM; actives 0.24% (n = 340,000); AID 493008, 2010;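 active = activation above the mean over all tested compounds plus 3 SD, cut at about 30% in these data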;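 also: rise in fluorescence read as greater calcium sensitivity of cardiac thin filaments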
Wnt act: Wnt/beta-catenin pathway activators, primary screen, cell-based, plate reader, single point; Wnt/beta-catenin reporter cell assay, activator; activation, % at 9.35 µM; actives 1.2% (n = 300,000); AID 743398, 2014; in the data active = activation above about 30%, passing the limit was not always enough; inconclusive = no clear call, values can overlap the other calls;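 also: 0% = neutral control wells and 100% = positive control wells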
Tat export inh: E. coli Tat export inhibitors, primary screen, MC4100, TorA-mCherry reporter, fluorescence, single point. inhibition, % at 10 µM. actives 0.036% (n = 340,000). AID 488895, 2010;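 active = mean replicate inhibition at least 50% and at least half of replicates individually reaching 50%; inconclusive = only one of the two criteria met; inactive = neither criterion met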;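 also: exported cargo escapes ClpAP degradation while cytoplasmic cargo is degraded and loses fluorescence; 0% = median of neutral control wells and 100% = median of NaSCN control wells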
* marks the source's active call; other numbers are inactive results; ? = inconclusive; · = no result given.

SMILES | dFosB activator | Rtt109 HAT inh | CAL PDZ FP-1 | MITF act | CDK5 p35 inh | V-ATPase pH | CAL PDZ FP-2 | RTF Ca sens act | Wnt act | Tat export inh
CCOc1ccccc1OCC(=O)Nc1ccc(Cl)cc1Cl | -5 | 17 | -1 | · | -0.2 | -3 | -1.3 | -2 | · | 8
Cc1cc(C)cc(C(=O)N2CCC(C(N)=O)CC2)c1 | -2 | 4 | -4 | · | 1.3 | -2 | -2.0 | 6 | -7 | -4
C/C=C(\C)c1nnc(NC(=O)OCC)s1 | 1 | -4 | 4 | · | 1.3 | -2 | -1.6 | 0 | 4 | -6
CCCCNC(=O)C(=O)Nc1cc2c3c(c1)CCC(=O)N3CCC2 | 3 | 25 | 9 | -2 | 0.7 | -1 | -1.2 | 1 | 0 | -5
Cc1ccccc1S(=O)(=O)Cc1ccc(C(=O)NC(C)c2ccccc2)o1 (stereo not given) | -17 | 10 | -4 | -1 | 0.3 | 0 | -2.9 | -3 | -1 | -4
Cc1cc(C)n2nc(-c3cccc(Br)c3)cc2n1 | -20 | 6 | 7 | 12 | 1.4 | 5 | -5.3 | 1 | -4 | 6
CCCC(CCC)c1nnc(NC(=O)c2ccco2)s1 | -5 | -3 | -4 | · | -0.4 | -1 | -0.3 | 0 | 0 | -4
Cc1onc(-c2c(F)cccc2Cl)c1C(=O)OCC(=O)NC(=O)NCC(C)C | -11 | 5 | 1 | -17 | 2.3 | 5 | -0.3 | -2 | -1 | 3
C=C(C)COc1ccc2c(CC)cc(=O)oc2c1 | -4 | -2 | 0 | 11 | -2.0 | -6 | -1.7 | -6 | 3 | 11
CC(Oc1ccc(-c2ccccc2)c(F)c1)c1ccn(S(=O)(=O)c2ccc(F)cc2)n1 (stereo not given) | -8 | -8 | -2 | · | 0.5 | 1 | -1.1 | 9 | -2 | 0
CC1(C(=O)N(Cc2ccccc2)Cc2ccccc2)CC1(Br)Br (stereo not given) | -2 | 0 | 2 | 0 | 0.7 | 1 | -1.6 | -3 | · | 19
O=C(CC(Nc1ccc(Cl)cc1)C(=O)O)c1ccccc1 (stereo not given) | 0 | 1 | 0 | 73 | 0.2 | -5 | -1.5 | -3 | 47* | -12
CCCC(=O)Nc1ccc(N2CCCCC2)cc1 | 0 | -2 | -3 | 53 | 0.0 | 2 | 1.0 | -2 | · | 1
CCNC(=S)N(CCN(C)C)Cc1cc2cc(OCC)ccc2[nH]c1=O | -17 | -2 | -5 | 6 | -0.9 | -3 | -3.9 | 6 | 1 | 1
CCC(C)c1ccc(S(=O)(=O)N2CCN3CCCC3C2)cc1 (stereo not given) | 3 | 1 | -5 | 11 | 0.6 | -4 | 0.2 | -2 | -2 | -3
CCC(NC(=O)Cn1cnc2c(=O)n(C)c(=O)n(C)c21)c1ccccc1 (stereo not given) | -5 | 1 | -3 | · | -0.6 | 0 | -0.7 | -2 | -5 | 0
CC(=O)c1ccc(NC(=O)CSc2nccn2C)cc1 | 7 | 8 | -5 | · | 0.6 | -3 | 0.5 | -7 | 11 | 2
O=C(NCC1CCCO1)c1ccccc1-c1nc(-c2ccc(F)cc2)no1 (stereo not given) | -4 | -5 | -5 | 8 | -0.8 | 0 | -0.6 | 0 | · | -5
COc1ccc(/C=N/Nc2ccc(C(F)(F)F)cc2[N+](=O)[O-])cc1O | -3 | -1 | 1 | 14 | 1.7 | 1 | 0.3 | 1 | -2 | -5
COc1ccc(-n2cc(CN3CCCC3)c(-c3cccc(F)c3)n2)cc1 | -5 | 17 | -2 | 19 | 1.8 | 2 | -0.2 | 1 | 1 | 8

The final two compounds of the section before are carried over, then new ones follow:
SMILES | dFosB activator | Rtt109 HAT inh | CAL PDZ FP-1 | MITF act | CDK5 p35 inh | V-ATPase pH | CAL PDZ FP-2 | RTF Ca sens act | Wnt act | Tat export inh
COc1ccc(/C=N/Nc2ccc(C(F)(F)F)cc2[N+](=O)[O-])cc1O | -3 | -1 | 1 | 14 | 1.7 | 1 | 0.3 | 1 | -2 | -5
COc1ccc(-n2cc(CN3CCCC3)c(-c3cccc(F)c3)n2)cc1 | -5 | 17 | -2 | 19 | 1.8 | 2 | -0.2 | 1 | 1 | 8
CC(C)c1ccc(/C=C2\SC(=O)N(CC(=O)NC3CCS(=O)(=O)C3)C2=O)cc1 (stereo not given) | -19 | -1 | -2 | 44 | -1.4 | 0 | -1.2 | -3 | 15 | 1
N=c1c2c(ncn1Cc1ccco1)Oc1ccc3ccccc3c1C2c1ccccc1 (stereo not given) | ? | 3 | -7 | -21 | -2.6 | -2 | -2.1 | -4 | -11 | -1
NC(=O)c1ccc(N2CCCCC2)c(N2C(=O)C3CC=CCC3C2=O)c1 (stereo not given) | -4 | 9 | -3 | -5 | 1.2 | 0 | -2.0 | 0 | -5 | -5
Cc1cccc(-n2nc3c(c2NC(=O)c2ccco2)CS(=O)(=O)C3)c1C | 2 | 7 | · | 5 | -1.5 | -7 | -1.5 | -3 | 1 | 6
COc1ccc(C(=O)c2sc(Nc3ccccc3)c(C(=O)Nc3ccc(OC)c(OC)c3)c2N)cc1 | -17 | 3 | -5 | 6 | 1.0 | 0 | -0.5 | -4 | 2 | 6
Cc1cc(C)n2nc(C(=O)OCC(=O)N(CC(C)C)C3CCS(=O)(=O)C3)nc2n1 (stereo not given) | 2 | -2 | 0 | 4 | 1.2 | 1 | 0.4 | 5 | -3 | -8
Clc1ccc(-c2nnc(-c3ccc4ccccc4c3)o2)cc1 | -3 | -1 | -7 | 28 | -0.5 | 0 | -0.5 | -4 | -2 | -2
CCOC(=O)c1c(C)[nH]c(C)c1C(=O)COC(=O)[C@@H](NC(=O)c1ccccc1OCC)C(C)C | -20 | 1 | -2 | -12 | -0.6 | 0 | -1.8 | -4 | -6 | 7
O=C(O)CCCCCn1c(SCC(=O)Nc2ccc(F)cc2)nc2ccsc2c1=O | -6 | -1 | · | 6 | 1.3 | 0 | -0.8 | 0 | 12 | -4
CN1/C(=C\C=C2\N=C(c3ccc(F)cc3)OC2=O)C(C)(C)c2ccccc21 | 0 | -7 | -2 | 4 | -1.0 | 1 | 0.4 | 18 | · | -1
COC(=O)C(C#N)C(c1cccnc1)c1c(C)[nH][nH]c1=O (stereo not given) | -3 | -4 | -3 | -1 | 0.7 | -1 | -1.8 | 2 | -3 | -5
O=C(Cc1ccccc1)NCc1ccc(-n2cccc2)cc1 | -7 | · | -2 | -19 | 1.3 | 13 | -2.1 | 2 | · | -5
COc1ccc2cc3cc(C(=O)N(C)C4CCCCC4)oc3nc2c1 | -31 | -5 | -2 | 68 | -7.1 | 3 | -2.2 | 9 | 1 | 3
Cc1cc(C)c2ccc(Cl)cc2n1 | -5 | -33 | -6 | 9 | -1.0 | 1 | -0.4 | 6 | 4 | 3
O=S(=O)(c1ccc(Cl)cc1)N1CCN(Cc2ccc(O)c3ncccc23)CC1 | 4 | 0 | 1 | -64 | -3.1 | 2 | -1.8 | 0 | 36* | 1
COc1ccc(N2CCN(C(=O)NCc3ccc(OC)c(OC)c3)CC2)cc1 | 0 | 2 | -1 | 5 | 4.2 | 0 | -1.7 | -10 | -1 | 0
Cc1ccc(C(=O)Nc2ccc(N3CCCC3)cc2)cc1 | -10 | -8 | -3 | 36 | 0.8 | 0 | -1.3 | 1 | 12 | 3
COc1ccc(C(=O)NC2CCN(S(=O)(=O)c3ccccc3F)CC2)cc1 | -5 | 2 | -4 | · | 1.3 | -2 | -1.3 | -1 | -1 | 4
COc1cc(OC)cc(-c2nc(-c3ccccc3OC)no2)c1 | -17 | -13 | -2 | 20 | -0.5 | -6 | -1.4 | -1 | 4 | 0
COc1ccccc1-c1ccc(=O)n(CC(=O)Nc2ccc(C(=O)N3CCCC3)cc2)n1 | -15 | 15 | -3 | -8 | -1.8 | -2 | -3.4 | -1 | · | ?
CC(=O)Nc1sc(C)c(C)c1C(=O)OCC(=O)Nc1cccc(C)c1 | 14 | -4 | -3 | 0 | 1.7 | 2 | 0.8 | 2 | 3 | -1
Cc1ccc(Nc2nc(N)nc(CCl)n2)cc1 | -6 | -1 | · | · | 1.2 | -7 | 0.5 | · | 39* | -9
Cc1cc(NC(=O)CSc2nc(-c3ccc(F)cc3)cs2)no1 | 5 | 1 | -4 | · | -2.3 | 4 | -0.7 | -2 | · | 4
COc1ccccc1OCc1ccc(C(=O)Nc2cc(OC)c(OC)c(OC)c2)o1 | 0 | 1 | -3 | · | 0.0 | 1 | -0.5 | 4 | -2 | 0
CCn1c(=O)c(C(=O)NCCc2ccccc2)c(O)c2ccccc21 | -6 | 9 | 7 | -12 | -0.8 | -7 | -2.9 | -5 | -1 | -14
CCC(=O)N1CCc2cc(S(=O)(=O)CCC(=O)NCc3ccccc3OC)ccc21 | -3 | 3 | 0 | -3 | · | 3 | -2.6 | -4 | 1 | 5
CC(=O)Oc1ccccc1C(=O)Nc1ccccc1C(=O)N1CCCC1 | -6 | 0 | -2 | -2 | -2.2 | -4 | -2.6 | 3 | -2 | -5
O=C(Nc1ccccc1N1CCCC1)c1ccc([N+](=O)[O-])cc1Cl | -4 | -5 | 1 | -6 | 0.7 | -2 | -2.8 | 5 | 1 | -3
O=S(=O)(NCCC1CC1(Cl)Cl)c1ccc(Cl)cc1 (stereo not given) | -3 | 7 | 1 | · | -0.5 | -1 | -0.8 | 0 | -1 | -2
COc1cc(OC)cc(C(=O)Nc2nc3ccc(S(C)(=O)=O)cc3s2)c1 | -7 | -6 | 4 | 46 | 0.9 | 4 | -1.1 | 4 | · | -2
O=C(Nc1ccc(Cl)c(-c2nc3ccccc3[nH]2)c1)c1cccnc1 | -23 | 15 | -20 | 1 | -3.7 | 5 | -5.4 | -2 | · | -3
CC(C)(C)N(Cc1ccccc1)C(=O)COC(=O)CCc1c[nH]c2ccccc12 | 1 | -1 | 3 | 10 | 0.9 | 2 | -1.0 | 1 | -1 | 16
COc1cc(NC(=O)c2ccc3c(c2)C(=O)N(CCC(C)C)C3=O)c(C(=O)O)cc1OC | -11 | 5 | -4 | -14 | -1.2 | -6 | -0.2 | -5 | 1 | -3
O=C1NCCN(Cc2ccc(Cl)c(F)c2)C1CC(=O)N1CCCO1 (stereo not given) | -6 | · | -2 | 5 | -4.3 | 3 | -2.5 | 4 | 23 | 5
CCN(C(=O)COC(=O)c1oc2ccccc2c1C)c1c(N)n(Cc2ccccc2)c(=O)[nH]c1=O | -14 | 8 | 10 | -10 | -0.2 | 0 | -1.0 | -7 | 3 | -9
